FBPA coupling cs – coupling enzyme interference in Giardia aldolase counter-screen; coupling enzyme system counterscreen, AmpLite Red fluorescence; activity change, negative = inhibition, % at 58.2 µM, hits read low; AID 2472; 290,000 tested, 0.67% active; in the data active = activity change below about -30%; also: % is scaled to controls: 0 for no effect and ±100 for the full control effect
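Final compound at 57.5 uM, incubated 10 min at RT with coupling enzyme reagent (glyceraldehyde-3-phosphate), then 20 min with substrate and AmpLite Red detection. Fluorescence read at 525/598 nm; tests interference with the coupling assay, not aldolase inhibition.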
Tb PFK block – inhibitors of T. brucei phosphofructokinase; AID 485367; 330,000 tested, 0.17% active; Potency, µM (doses to about 57.5 µM), inactives show at the highest dose activity, negative = inhibition, most hits filed as inhibitors; T. brucei PFK, ADP-Glo luminescence;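 also: potency is read from the fitted curve at half-maximal effect; 0% = uninhibited 1x PFK enzyme wells and -100% = no-enzyme wells; nearly all actives have a fitted effect of over 60% in size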
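1.25 nM PFK with 0.5 mM F6P and 0.1 mM ATP in 0.1 M TEA pH 8.0, 5 mM MgCl2, incubated 45 min at room temperature; ADP measured by ADP-Glo luminescence; compounds titrated up to 57 uM.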
TCR act – activators of T cell receptors; 330,000 tested, under 10 active; Potency, µM (series often up to 9.22 µM), for inactives: at the top dose activation of IL-2 secretion, usual class: activators; primary human leukocytes, anti-CD3, IL-2 HTRF, 48 h; also: % of control where 0% means no effect
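TCR engagement came from a-CD3 beads alone, with compounds added to primary human leukocytes for 48 hr. Secreted IL-2 bridged europium cryptate- and d2-labelled anti-IL-2 antibodies, giving FRET emission at 665nm after 320nm excitation.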
MLL CXXC-DNA inh – blocks binding of human MLL CXXC domain to DNA | Potency, µM (top dose mostly 115 µM), for the others: top-dose activity change, negative = inhibition, actives largely listed as inhibitors | AID 2662 | Q03164 | 290,000 tested, 0.037% active | MLL-CXXC / FITC-HOXA9 DNA fluorescence polarization; active = well fitted inhibition curve with a large enough effect in the polarisation, with a control signal flat, not every such curve was filed as active; inconclusive = small, poorly fitted or top-dose-only effect, or effect the other way, or a change in a side signal; inactive = no such curve, though single readings can be large or run the other way; the % refers to the polarisation; also: potency is read from the fitted curve at half-maximal effect
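Fluorescence polarization: 7 uM MLL-CXXC (stock) preincubated 5 min with compounds, then 50 nM fluorescein-HOX-A9 DNA (stock) added; 30 min ambient. Buffer 50 mM Tris-HCl pH 7.5, 50 mM NaCl, 1 mM DTT, 0.05% BSA.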
AT treatment – candidate therapy for ataxia-telangiectasia; AID 485349; 320,000 tested, 0.19% active; […] A-T fibroblasts, KAP-1 phosphorylation AlphaLISA; neocarzinostatin DNA damage 30 min before lysis; Potency, µM (top dose mostly 57.5 µM), inactives show at the highest dose activation, most hits filed as activators; also: potency is read from the fitted curve at half-maximal effect; % of control where 0% means no effect; nearly all actives have a fitted effect of over 45% in size
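ATM-like activity read as KAP-1 phosphorylation via AlphaLISA donor/acceptor antibody pairs after lysis and 6 hr at 25C. Cells were ATM-null patient fibroblasts ([…], hTERT), dosed 60 min, then exposed to the DSB inducer NCS for 30 min.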
GALK inhibitor – inhibitors of human galactokinase; Purified GALK, Kinase-Glo residual ATP luminescence; P51570; Potency, µM (top dose mostly 57.5 µM), for inactives: at the highest dose activity change, negative = inhibition, actives largely listed as inhibitors; 270,000 tested, 0.007% active; also: potency is read from the fitted curve at half-maximal effect; % is scaled to controls: 0 for no effect and ±100 for the full control effect
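Compounds were pin-transferred into ATP buffer (35 uM final), then GALK plus galactose (5 nM, 100 uM final) was added. After 1 h at room temperature, Kinase-Glo Plus was added and luminescence read after 10 min.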
Giardia kill – kills Giardia lamblia; Giardia lamblia trophozoite viability; activity change, % at 7.66 µM, hits read low; 340,000 tested, 0.15% active; AID 540267; in the data active = activity change below about -80%; inconclusive = between about -30% and that limit;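 also: parasites exposed to compound for two days anaerobically before the ATP read; % is scaled to controls: 0 for no effect and ±100 for the full control effect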
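Giardia lamblia trophozoites (100 cells/well) were incubated with compounds for 48 h at 37 deg C under anaerobic conditions. Viability was read as ATP content by one-step luminescence after 15-30 min at room temperature.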
KCNH2 WT inh – blocks the wildtype human KCNH2 potassium channel; U2OS, BacMam KCNH2, thallium flux FluxOr; hits give low values; activity change, % at 1.84 µM; 340,000 tested, 0.37% active; AID 720551;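 active = maximum activity change below -70%; inconclusive = maximum activity change between -70% and -50%; inactive = maximum activity change above -50%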; also: % is scaled to controls: 0 for no effect and ±100 for the full control effect
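U2OS cells transduced with wild-type KCNH2 virus are loaded with FluxOr dye for 45 min, and thallium flux is measured in kinetic reads before and after stimulation buffer. Rate constants are normalized to DMSO controls.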
TSHR antag – blocks TSH signaling through the human TSH receptor | P16473 | TSHR-expressing cells, TSH-stimulated cAMP HTRF, 2 h; hits give low values | activity change, negative = inhibition, % at 11.5 µM | 330,000 tested, 0.2% active | AID 504810;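 active = activity change below a set negative limit, meaning inhibition stronger than a set level, cut at about -70% in these data; inconclusive = activity change between two set negative limits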; also: % is scaled to controls: 0 for no effect and ±100 for the full control effect
Target sequence (P16473 whole entry, looked up): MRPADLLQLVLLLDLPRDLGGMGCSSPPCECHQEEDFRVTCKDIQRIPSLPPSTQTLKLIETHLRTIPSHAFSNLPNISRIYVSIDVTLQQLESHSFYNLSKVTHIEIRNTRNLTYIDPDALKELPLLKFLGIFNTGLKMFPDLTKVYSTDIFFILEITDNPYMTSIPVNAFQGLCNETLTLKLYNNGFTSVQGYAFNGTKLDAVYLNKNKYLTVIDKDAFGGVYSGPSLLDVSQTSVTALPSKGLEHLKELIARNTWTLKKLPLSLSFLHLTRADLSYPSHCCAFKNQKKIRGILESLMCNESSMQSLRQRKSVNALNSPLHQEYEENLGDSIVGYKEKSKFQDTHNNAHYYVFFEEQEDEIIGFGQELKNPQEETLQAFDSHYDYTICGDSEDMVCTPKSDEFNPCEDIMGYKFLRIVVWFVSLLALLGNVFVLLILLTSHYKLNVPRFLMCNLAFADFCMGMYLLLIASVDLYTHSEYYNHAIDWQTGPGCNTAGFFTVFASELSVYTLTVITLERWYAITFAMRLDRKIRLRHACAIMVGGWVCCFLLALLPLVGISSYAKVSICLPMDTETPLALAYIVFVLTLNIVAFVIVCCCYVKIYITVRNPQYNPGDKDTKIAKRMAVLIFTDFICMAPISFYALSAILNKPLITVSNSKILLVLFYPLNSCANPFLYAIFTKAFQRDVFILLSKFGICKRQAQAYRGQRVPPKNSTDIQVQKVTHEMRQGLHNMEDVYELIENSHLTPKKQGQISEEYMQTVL
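TSHR-expressing cells, 200/well, pre-treated with compound, then stimulated with EC80 TSH (4nM final) for 2 hours at 37 deg C. cAMP measured by competitive HTRF: anti-cAMP cryptate antibody in lysis buffer plus cAMP-d2, read after 30 minutes at room temperature.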
Chronic BCR inh – inhibitors of chronic active B-cell receptor signaling; ABC-DLBCL IkBa-CBG/CBR reporter, luminescence ratio, 4 h; Potency, µM (top dose mostly 46.1 µM), for the others: top-dose ratio change, negative = lower green/red ratio, most hits filed as inhibitors; 340,000 tested, 0.05% active; AID 493014; active = well fitted inhibition curve with a large enough effect in the signal ratio, with a control signal flat, not every such curve was filed as active; inconclusive = small, poorly fitted or top-dose-only effect, or effect the other way, or a change in a side signal; the % refers to the signal ratio;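 also: potency is read from the fitted curve at half-maximal effect; plate controls were basal doxycycline-induced cells for no effect and cells given 10 µM MG132 for full effect; MG132 reads +100%, hits lower the ratio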
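Compounds up to 46 uM were incubated four hours with TMD8 cells whose green CBG68 luciferase is fused to IkappaBalpha; red CBR luminescence normalised the signal, and concentration-effect curves were fitted to fusion, red and ratio data.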
* marks the source's active call; other numbers are inactive results; ? = inconclusive; · = not tested or not shown; & = joins results of further samples; [ ] = dose if it differs, or a comment. Unless noted, calls follow the shape of the dose curve; as a rule, active = well fitted curve in the direction sought with a large enough effect; inconclusive = small, poorly fitted or top-dose-only effect, or another doubt; inactive = no such curve, though single readings can be large; an effect the other way counts as inactive or inconclusive.

SMILES	FBPA coupling cs	Tb PFK block	TCR act	MLL CXXC-DNA inh	AT treatment	GALK inhibitor	Giardia kill	KCNH2 WT inh	TSHR antag	Chronic BCR inh
O=P(C1=C(N2CCOCC2)/C(=C\c2ccccc2)CC1)(N1CCOCC1)N1CCOCC1	-1	-2%	·	3%	2%	3%	-3	-5	-3	-3%
COc1ccc(Nc2nnc(SCC(=O)c3cc(C)n(CC4CCCO4)c3C)s2)cc1 (stereo not given)	1	2%	-6%	2%	9%	-1%	13	-4	-16	-20%
CC1CC(C)(C)CC2(C1)NC(=O)N(CC(=O)N1CCN(S(=O)(=O)c3cccs3)CC1)C2=O (stereo not given)	·	-5%	·	·	7%	·	0	8	-15	-2%
Cc1ccc(N(CC(=O)NC2CCCCC2C)S(=O)(=O)c2c(C)nn(C)c2C)cc1 (stereo not given)	1	0%	-5%	-1%	9%	0%	-5	-6	10	-1%
CC(C)(C)/C(COc1ccccc1[N+](=O)[O-])=N/O	-17	2%	0%	?	-7%	-2%	-4	-19	-5	-4%
O=C(CSCc1c(Cl)cccc1Cl)Nc1ccccc1C(=O)N1CCOCC1	3	-1%	1%	2%	-5%	-3%	15	4	4	-6%
Cc1n[nH]c(C)c1S(=O)(=O)NCCc1ccc(Cl)cc1	-2	3%	3%	-1%	5%	-3%	2	-8	-7	?
CN(C(=O)COc1ccc2c(-c3ccccc3)cc(=O)oc2c1)C1CCS(=O)(=O)C1 (stereo not given)	·	-6%	1%	4%	3%	-2%	-16	-1	-15	-6%
S=C(NCc1ccc(Cl)cc1)NC1CCN(Cc2ccccc2)CC1	-1	-11%	-3%	3%	1%	0%	2	1	-2	?
COC(=O)c1cn(NC(=O)c2cccc(OC)c2)c(=O)c2ccccc12	4	-2%	0%	-3%	5%	·	-13	-3	-1	-1%
CC1CCN(S(=O)(=O)c2ccc(NC(=O)CNC3CCCCC3)cc2)CC1	1	-9%	0%	-3%	-10%	0%	18	1	-4	-12%
COC(=O)c1ccc(COC(=O)c2cc3ccccc3oc2=O)cc1	0	-3%	-6%	-2%	14%	-2%	-16	15	-12	8%
COc1ccc(S(=O)(=O)N2CCCC(C(=O)N3CCCCCC3)C2)cc1 (stereo not given)	2	-4%	-2%	10%	-2%	0%	12	-5	7	?
CC(C)CCNC(=O)CC1C(=O)N(Cc2ccccc2)C(C)c2nc3ccccc3n21 (stereo not given)	3	-4%	·	2%	-2%	1%	-4	2	-9	-11%
CCCn1c(N)c(C(=O)CN(C)CC(=O)Nc2ccccc2CC)c(=O)[nH]c1=O	·	0%	2%	·	-3%	·	3	7	12	0%
Cc1occc1C(=O)N1N=C(C2CC2)CC1(O)C(F)(F)F (stereo not given)	4	-5%	4%	-2%	-3%	·	27	-4	-9	-12%
Cc1cccc(C(=O)OCCN2CCOCC2)c1	-4	-5%	·	7%	11%	3%	-9	-3	13	-11%
O=C1C(C2=NC(C(=O)O)C3C(=O)N(c4ccc(Cl)cc4)C(=O)C23)=C(O)c2ccccc21 (stereo not given)	2	19%	-2%	4%	-3%	-1%	9	10	-1	-14%
Cc1nc2ccc(NC(=O)N3CCC(c4ccccc4)C3)cc2nc1C (stereo not given)	0	-4%	2%	-4%	-1%	0%	-14	3	2	27%
O=C(O)/C(=C\c1cccs1)c1ccccc1	-8	-3%	3%	4%	0%	-3%	5	3	-15	11%
O=C(Nc1cnn(Cc2ccc(Cl)cc2)c1)c1ccc([N+](=O)[O-])cc1	2	-25%	1%	8%	-8%	·	2	9	-19	-1%
CNc1snc(C)c1C(=O)OCC(=O)N(C)Cc1ccccc1	·	-6%	-32%	·	-1%	·	43[activator]	-6	0	-1%
Cc1ccc2sc(NC(=O)CSc3nc(C)cc(C)c3C#N)nc2c1	0	1%	2%	27%	13%	1%	-17	-9	5	-5%
Cc1cc(-c2sccc2Br)nc(-n2cccc2)n1	1	1%	-6%	2%	20%	0%	7	-3	-1	9%
Cc1ccccc1NC(=O)c1ccccc1NC(=O)c1ccccc1F	4	-1%	11%	-17%	5%	2%	10	-3	13	-1%
COc1cccc(/C=C/C(=O)OCC(=O)NC2CC2)c1OC	·	-1%	1%[46.1 µM]	·	-12%	·	-16	-9	3	-9%
Cc1cc2cc(C(c3nnnn3CC3CCCO3)N3CCCc4ccccc43)c(=O)[nH]c2cc1C (stereo not given)	4	11%	1%	-9%	12%	-6%	1	44	21	20%
O=C(NNC1=Nc2cccc3cccc1c23)c1ccc(Br)cc1	0	6%	2%	?	-5%	0%	1	-18	-2	8%
COCCCN(C(=O)Cc1ccc(Cl)c(Cl)c1)c1c(N)n(Cc2ccccc2)c(=O)[nH]c1=O	-7	-2%	7%	-2%	-4%	1%	-16	-1	14	3%
Cc1ccc(S(=O)(=O)NC(=NCC(=O)O)c2ccc(F)cc2)cc1	0	1%	-7%	-10%	2%	1%	-6	2	0	?
CCc1ccc(-c2cc(C)no2)cc1S(=O)(=O)N1CCN(c2ccccc2F)CC1	2	4%	-3%	6%	6%	-5%	-4	2	-42	-6%
COc1ccc(S(=O)(=O)N2CCN(c3ncccn3)CC2)cc1OC	9	-6%	·	-10%	0%	8%	2	-6	1	-8%
COc1ccc(CCNC(=O)Cn2nc(C)c3c(C)n(-c4ccc(C)cc4)nc3c2=O)c(OC)c1	·	-6%	·	·	-4%	·	·	·	-26	-15%
O=C(NCCNC(=O)c1ccc(Cl)cc1Cl)c1ccccn1	0	0%	-1%	7%	-11%	7%	-29	-2	-11	?
O=C1OCCC1Sc1nnnn1-c1ccc(Cl)cc1 (stereo not given)	2	2%	7%	24%	-11%	-2%	-12	8	0	?
COc1ccc(S(=O)(=O)N2CCN(S(=O)(=O)c3ccc4c(c3)OCCO4)CC2)cc1	3	1%	0%	5%	-4%	20%	-12	2	6	0%
O=C(Nc1ccc2nc(C3CC3)n(Cc3ccccc3)c(=O)c2c1)C1CC1	-1	-8%	9%	0%	24%	1%	-2	-4	7	2%
CCOc1ccc(NC(=O)C2C3C=CC4(O3)C2C(=O)N(Cc2cccnc2)C4C(=O)NC2CCCCC2)cc1 (stereo not given)	-2	1%	2%	2%	6%	-2%	-12	2	-2	0%
CC(C)Cc1nc(N2CCOCC2)c(C#N)c2c1COC(C)(C)C2	4	-2%	5%	6%	4%	1%	8	-17	-14	-4%
COc1ccc(CNCc2ccc(C)cc2)c(OC)c1	-1	1%	3%	13%	5%	-2%	23	100	23	3%
O=C(CCCSc1nc2ccccc2[nH]1)Nc1nnc(-c2ccccc2)o1	0	3%	4%	4%	0%	2%	-12	0	-7	?
CSc1nc2nc3c(cc2c(=O)n1-c1ccccc1C)CCCC3	-15	0%	-9%	-2%	?	-1%	?	-10	-10	-5%
COC(=O)c1ccccc1C(=O)N1CCOCCN(C(=O)c2ccccc2C(=O)OC)CCOCC1	-3	-2%	4%[46.1 µM]	8%	-5%	-2%	-8	-8	12	-6%
CC1CCCN(CC(O)COc2ccc(-c3ccccc3)cc2)C1 (stereo not given)	2	-3%	-2%	15%	-2%	16%	-7	?	-1	-1%
COc1ccc2[nH]c(=O)c(CN(C)C(=O)COc3ccccc3)cc2c1	-1	-2%	-9%	-2%	-4%	-1%	6	1	-13	1%
Cn1cccc1C(=O)NC(=O)COC(=O)CC12CC3CC(CC(C3)C1)C2	0	3%	3%	-1%	6%	-6%	-7	2	-11	-1%
NC(=O)NC(=O)COC(=O)c1ccc(Cl)c(S(=O)(=O)N(Cc2ccccc2)c2ccc(Cl)cc2)c1	-3	-3%	1%[46.1 µM]	10%	-8%	0%	0	19	1	4%
COCCCNC(=O)CN1C(=O)CSc2ccc(S(=O)(=O)N3CCOCC3)cc21	3	7%	2%	12%	3%	0%	-24	1	8	1%&0%
CC(=O)N1c2ccc(S(=O)(=O)N3CCCC(C(=O)N4CCCC(C)C4)C3)cc2CC1C (stereo not given)	·	-5%	-2%	?	24%	3%	-4	-1	21	7%
CCOC(=O)/C=C1\SCC(=O)N1CC(=O)N1CCOCC1	4	-4%	-3%	4%	4%	11%	14	·	-1	1%
O=C(C[C@@H]1C/C=C/CC[C@@H](Cc2ccc(F)cc2)C(=O)O[C@H](c2ccccc2)CNC1=O)NCCO	·	9%	9%	·	0%	·	-9	3	-18	-4%

Just FBPA coupling cs and TSHR antag, for some of the entries so far:
| canonical_smiles | FBPA coupling cs | TSHR antag |
| --- | --- | --- |
| COc1ccc2[nH]c(=O)c(CN(C)C(=O)COc3ccccc3)cc2c1 | -1 | -13 |
| O=C(CCCSc1nc2ccccc2[nH]1)Nc1nnc(-c2ccccc2)o1 | 0 | -7 |

Screening results: PubChem BioAssay, National Center for Advancing Translational Sciences (NCATS)
